High-throughput results as filed in PubChem BioAssay.
Shiga inhibitor – blocks Shiga toxin action in Vero cells; Vero cells, Shiga toxin protein synthesis inhibition reporter; inhibition, % at 38.7 µM; 9.2% of 290,000 active; in the data active = inhibition mostly above about 28%, no sharp cut-off; inactive = mostly below about 43%; note: 0% is about no effect
Cycloheximide cs – counter-screen for Shiga toxin inhibitors: cycloheximide protein synthesis inhibition. cell reporter, cycloheximide protein synthesis inhibition counterscreen. max response, %. 12% of 300,000 active. AID 2314; in the data active = max response mostly above about 13%, no sharp cut-off; inactive = mostly below about 14%; note: read at 38.3 µM for the half of the compounds with a filed dose; 0% is about no effect
Pf growth 96h – P. falciparum growth inhibition at 96 hour, primary screen for plastid delayed-death inhibitors; Potency, µM (titrated, usually from 28.7 µM), without a hit: at the highest dose activity change, negative = inhibition, actives largely listed as inhibitors; AID 504834; 6.9% of 320,000 active; P. falciparum luciferase reporter growth, 96 h; note: potency is the fitted concentration of half-maximal effect; % is set by controls: 0 for no effect and ±100 for the full control effect
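Luminescence readout: decreased luciferase signal marks inhibited growth of reporter-expressing P. falciparum in infected red cells (2% hematocrit, 0.05% parasitemia final), exposed to compound two generations (96 h, 37 C, 5% CO2).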
AMA1 RON2 block – inhibitors of Plasmodium falciparum AMA1-RON2 interaction | AlphaScreen AMA1-biotinylated RON2 peptide binding | Potency, µM (titrated, usually from 58.2 µM), for inactives: at the highest dose activity change, negative = inhibition, actives largely listed as inhibitors | 0.2% of 360,000 active;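 note: potency is the fitted concentration of half-maximal effect; 0% = vehicle wells and -100% = peptide control; nearly all actives have a fitted effect of over 45% in size; some results filed as inactive show a strong effect at the top dose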
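AMA1 (3D7) with his tag at 25 nM final met compounds first, then biotinylated RON2 peptide at 25 nM; detection used donor plus acceptor beads, 10 µg/mL apiece, read by AlphaScreen after 30 min at room temperature.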
LmPK inhibitor – LmPK (Leishmania mexicana) enzyme inhibition; Q27686; purified LmPK, Kinase-Glo ATP luminescence, 1 h; Potency, µM (titrated, usually from 57.5 µM), inactives show at the highest dose activity change, negative = inhibition, hits mostly inhibitors; 0.37% of 290,000 active; AID 1721; note: potency is the fitted concentration of half-maximal effect; % is set by controls: 0 for no effect and ±100 for the full control effect
Target sequence (Q27686 whole entry, looked up): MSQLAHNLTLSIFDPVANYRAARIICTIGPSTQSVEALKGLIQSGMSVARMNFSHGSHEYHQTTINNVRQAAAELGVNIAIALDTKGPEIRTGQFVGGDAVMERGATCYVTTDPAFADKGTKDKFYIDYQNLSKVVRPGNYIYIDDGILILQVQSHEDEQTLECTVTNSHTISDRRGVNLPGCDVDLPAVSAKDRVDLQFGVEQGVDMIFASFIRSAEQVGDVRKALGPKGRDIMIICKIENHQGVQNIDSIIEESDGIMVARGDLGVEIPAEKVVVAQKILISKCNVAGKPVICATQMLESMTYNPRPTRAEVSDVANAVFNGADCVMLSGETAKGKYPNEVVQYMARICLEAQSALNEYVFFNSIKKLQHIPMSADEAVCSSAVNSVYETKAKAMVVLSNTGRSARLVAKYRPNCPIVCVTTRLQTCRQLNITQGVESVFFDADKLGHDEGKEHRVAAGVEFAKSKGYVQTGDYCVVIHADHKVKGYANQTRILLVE
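ATP generated from ADP (0.1 mM) and PEP (0.5 mM) by 0.1 nM LmPK over 1 h at room temperature (pH 7.2 imidazole buffer) was detected by coupled luciferase luminescence. Values were normalized to uninhibited and no-enzyme wells.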
Pf growth 48h – inhibits P. falciparum growth in the first generation, 48 h; 5.9% of 310,000 active; P. falciparum luciferase growth in erythrocytes, 48 h; Potency, µM (highest dose often 28.7 µM), for the others: top-dose activity change, negative = inhibition, actives largely listed as inhibitors; note: potency is the fitted concentration of half-maximal effect; % is set by controls: 0 for no effect and ±100 for the full control effect
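Here the parasites carry a stable luciferase gene and grow inside erythrocytes in Albumax-based RPMI medium with compound for one erythrocytic cycle. Activity is scored as loss of luminescent signal.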
TbPYK inhibitor – T. brucei pyruvate kinase inhibition; Potency, µM (titrated, usually from 76.8 µM), for the others: at the top dose activity, negative = inhibition, hits mostly inhibitors; Q57TT1; 0.12% of 410,000 active; TbPYK enzyme, Kinase-Glo Plus ATP luminescence, 45 min; AID 624173; note: potency is the fitted concentration of half-maximal effect; % is set by controls: 0 for no effect and ±100 for the full control effect; nearly all actives have a fitted effect of over 50% in size
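ADP (130 uM final) triggers the TbPYK reaction after compound addition; incubation is 45 min at room temperature. Kinase-Glo Plus is then added and luminescence imaged. Normalized data are fitted to concentration-effect curves.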
An asterisk follows results filed as active; ? = inconclusive; . = not tested or not shown; & = joins results of further samples; [ ] = remark or other dose. Unless noted, calls come from the whole dose curve; as a rule, active = well fitted curve in the direction sought with a large enough effect; inconclusive = small, poorly fitted or top-dose-only effect, or another doubt; inactive = no such curve, though single readings can be large; an effect the other way counts as inactive or inconclusive.

SMILES	Shiga inhibitor	Cycloheximide cs	Pf growth 96h	AMA1 RON2 block	LmPK inhibitor	Pf growth 48h	TbPYK inhibitor
CCCCN1C(=O)C2NN=C(C(=O)OCC)C2C1=O (centres undefined)	-16	-5	0%	2%	-2%	75%[activator]	-11%
COc1ccc(-c2cnc(SCC(=O)Nc3nc(C(C)(C)C)cs3)n2Cc2ccco2)cc1	12	9	?	-29%	1%	13µM*	-13%
Cc1csc(NC(=O)c2cc(-c3ccccc3)nc3ccccc23)n1	-11	-1	?	?	5%	?	0%
CP(=O)(O)CN1CCCCC1	-14	-4	-27%	28%	-15%	53%[activator]	-12%
O=C(NNC(=S)Nc1ccccc1)c1ccco1	19	12	220%[activator]	111%[activator]	-3%	131%[activator]	-5%
O=C(CSc1nnc(-c2ccco2)o1)NC1CC2CCC1C2 (centres undefined)	-4	2	27%	34%[activator]	0%	23%	-3%
COc1ccc(OC)c2[nH]c(=O)c(CCNC(=O)C(=O)c3c(C)[nH]c4ccccc34)cc12	-19	6	?	-23%	-3%	?	-1%
CCc1ccccc1OCC(=O)Nc1cc(S(=O)(=O)N2CCOCC2)ccc1N1CCCCC1	.	.	1µM*	-10%	.	2.9µM*	3%
C#CCOCCOCCOCCNc1nc(N2CCN(C(=O)[C@H](CCC(=O)O)n3cc(C(N)CC(C)C)nn3)CC2)nc(N2CCN(C(=O)[C@H](CCC(=O)O)n3cc(C(N)[C@H](C)CC)nn3)CC2)n1 (some centres undefined)	8	4	-10%	78%[activator]	0%	?	0%
COc1ccccc1CNC(=O)C(=O)Nc1nccs1	50	-2	25%	7%	8%	1%	-15%
O=C(Nc1ccc2c(c1)OCCO2)C1CCC1	28	21	.	0%	1%	54%[activator]	3%
Cc1ccccc1OCC(=O)N/N=C1\SCC(=O)N1Cc1ccccc1	-1	-1	-6%	6%	1%	23%	-3%
COc1ccc(CCN(C)C(=O)c2cc(-c3ccccc3)nc3ccc(C)cc23)cc1OC	65*	26	-99%	66%[activator]	-13%	-28%	0%
CC(C)COC(=O)OCN1C(=O)CN(CCN2CC(=O)N(COC(=O)OCC(C)C)C(=O)C2)CC1=O	.	.	6%&-2%	136%[activator]	.	-1%&-21%	-6%&0%
CCc1cccc2c(C#N)cn(CCOc3ccccc3OC)c12	12	-2	-14%	19%	2%	?	7%

7 entries from above, comma-delimited:
Structure,Shiga inhibitor,Cycloheximide cs,Pf growth 96h,AMA1 RON2 block,LmPK inhibitor,Pf growth 48h,TbPYK inhibitor
COc1ccc(OC)c2[nH]c(=O)c(CCNC(=O)C(=O)c3c(C)[nH]c4ccccc34)cc12,-19,6,?,-23%,-3%,?,-1%
CCc1ccccc1OCC(=O)Nc1cc(S(=O)(=O)N2CCOCC2)ccc1N1CCCCC1,.,.,1µM*,-10%,.,2.9µM*,3%
C#CCOCCOCCOCCNc1nc(N2CCN(C(=O)[C@H](CCC(=O)O)n3cc(C(N)CC(C)C)nn3)CC2)nc(N2CCN(C(=O)[C@H](CCC(=O)O)n3cc(C(N)[C@H](C)CC)nn3)CC2)n1 (some centres undefined),8,4,-10%,78%[activator],0%,?,0%
COc1ccccc1CNC(=O)C(=O)Nc1nccs1,50,-2,25%,7%,8%,1%,-15%
O=C(Nc1ccc2c(c1)OCCO2)C1CCC1,28,21,.,0%,1%,54%[activator],3%
Cc1ccccc1OCC(=O)N/N=C1\SCC(=O)N1Cc1ccccc1,-1,-1,-6%,6%,1%,23%,-3%
COc1ccc(CCN(C)C(=O)c2cc(-c3ccccc3)nc3ccc(C)cc23)cc1OC,65*,26,-99%,66%[activator],-13%,-28%,0%

Next compounds
SMILES	Shiga inhibitor	Cycloheximide cs	Pf growth 96h	AMA1 RON2 block	LmPK inhibitor	Pf growth 48h	TbPYK inhibitor
CCN1CCN(c2cc(-c3ccccc3)nc3cc(-c4cccc(F)c4)nn23)CC1	13	-2	12µM*	0%	1%	?	-9%
COc1ccc(-c2nc3c(c(=O)[nH]c(=O)n3Cc3ccccc3)n2Cc2ccccc2)cc1	-4	-1	.	?	-1%	?	-11%
CCC(C)NC(=S)N1CCN(Cc2ccc3c(c2)OCO3)CC1 (centres undefined)	-8	-1	?	-19%	1%	-5%	-6%
CCN(CC)CC(=O)Nc1nc(-c2ccc(Cl)cc2)cs1	12	7	7%	0%	13%	.	-4%
CC1(C)CCc2cc(S(=O)(=O)N3CCN(S(=O)(=O)c4c(F)cccc4F)CC3)ccc2O1	-6	-4	.	.	.	.	1%
CCCC(O)(c1ccc(Br)cc1)C(CN1CCOCC1)c1ccc(Cl)cc1 (centres undefined)	-11	1	39%[activator]	-21%	-1%	2.3µM*	0%
COc1ccccc1C(=O)C1CCCN(C(=O)c2cc(C(C)C)no2)C1 (centres undefined)	3	-3	-17%	-11%	1%	-1%	-1%
CC(C)Cn1c(N)c(C(=O)COC(=O)/C=C/c2ccccc2)c(=O)n(C)c1=O	.	.	10µM*	-13%	.	?	1%
CCOc1ccccc1C(=O)N1CCOCC1	-5	-4	18%	-8%	6%	.	0%
C=CCn1c(=N)n(CC(O)COc2ccc(OC)cc2)c2ccccc21 (centres undefined)	10	-1	74%[activator]	-8%	0%	?	-1%
CN(C)N(Cc1ccccc1)C(=O)C(O)(c1ccccc1)c1ccccc1	-5	-3	?	-2%	-2%	-40%	1%
NC(N)=NCC1COc2ccccc2O1 (centres undefined)	.	.	2.1µM*	.	.	?	-5%
CCN(CC)CCNC(=O)c1ccc(NC(=O)c2cn(-c3ccccc3)nc2-c2cccs2)cc1	42	6	?	-6%	-7%	12µM*	-2%
CCC1CCCCN1C(=O)CSC1=NN2CCCC(=O)N=C2S1 (centres undefined)	-8	-4	-19%	23%	6%	?	9%
CCCS(=O)(=O)c1c(S(=O)(=O)CCC)c2ccc(C(N)=O)cn2c1C(=O)OC	-3	9	?	-8%	2%	?	-4%

A second format for some results above:
| structure | Shiga inhibitor | Cycloheximide cs | Pf growth 96h | AMA1 RON2 block | LmPK inhibitor | Pf growth 48h | TbPYK inhibitor |
| --- | --- | --- | --- | --- | --- | --- | --- |
| NC(N)=NCC1COc2ccccc2O1 (centres undefined) | . | . | 2.1µM* | . | . | ? | -5% |
| CCN(CC)CCNC(=O)c1ccc(NC(=O)c2cn(-c3ccccc3)nc2-c2cccs2)cc1 | 42 | 6 | ? | -6% | -7% | 12µM* | -2% |
| CCC1CCCCN1C(=O)CSC1=NN2CCCC(=O)N=C2S1 (centres undefined) | -8 | -4 | -19% | 23% | 6% | ? | 9% |

Remaining list, next part.
SMILES	Shiga inhibitor	Cycloheximide cs	Pf growth 96h	AMA1 RON2 block	LmPK inhibitor	Pf growth 48h	TbPYK inhibitor
CC/C(O)=C1\C(=O)CCCC1=NCCc1c(C)[nH]c2ccc(C)cc12	-12	-1	-16%	-10%	4%	-21%	7%
CCc1cccc(C)c1NS(=O)(=O)Cc1ccccc1	-9	-2	?	5%	9%	?	-2%
COc1cccc(NC(=O)C2C3C=CC4(O3)C2C(=O)N(CCCN2CCC(C)CC2)C4C(=O)NC2CCCCC2)c1 (centres undefined)	3	-1	?	7%	-1%	-6%	5%
CCCCCCc1c(O)nc(SCCN2CCOCC2)[nH]c1=O	22	-6	7%	-3%	3%	24%	4%
CCOC(=O)C1=CC[C@@H](c2ccccc2Cl)N(S(=O)(=O)c2ccc(C)cc2)[C@H]1C(=O)OCC	.	.	?	-3%	.	13µM*	0%
CC(=O)NC(CC(=O)NC1CCCCCC1)c1ccccc1 (centres undefined)	-6	-2	-15%	-7%	-3%	-4%	0%
Cc1ccc(C(=O)NC(=S)NNC(=O)c2ccc([N+](=O)[O-])cc2)cc1	.	-3	?	126%[activator]	7%	-10%	-8%
COCc1nc2ccccc2n1Cc1ccccc1C	22	-2	?	-20%	1%	0%	-4%
COc1ccccc1-n1c(-c2ccccc2)n[nH]c1=S	3	6	4%	35%[activator]	-16%	-27%	6.3µM*
COc1ccc([C@@H]2[C@@H]3C(=O)N(C(C)(C)C)C(=O)[C@@H]3[C@]3(Cc4ccc(Cl)cc4)C(=O)N(c4ccc(C)cc4)C(=O)N23)cc1	.	.	6.6µM*	-8%	.	13µM*	-2%
CCOc1ccc(OCC)c(NC(=O)CN(c2ccc(OC)cc2)S(=O)(=O)c2c(C)noc2C)c1	7	10	?	-11%	8%	13µM*	7%
CCC(C)Sc1nnc(Cc2cc(=O)[nH]c(=O)[nH]2)n1-c1ccc(F)cc1 (centres undefined)	-2	-1	3%	30%	1%	.	?
CC(C)Cn1c(N)c(C(=O)COC(=O)c2cc(-c3ccco3)nc3ccccc23)c(=O)n(C)c1=O	-5	-3	-6%[5.75 µM]	-4%	-5%	9.3µM*	-22%
O=C(Nc1nnc(C2CCCCC2)s1)C1CC(=O)N(c2ccc(F)cc2)C1 (centres undefined)	-11	-2	22%	1%	4%	-7%	-9%
COc1ccc(NC(=O)CN2CCN(c3ccc(C)cc3C)CC2)cc1	.	-3	?	-8%	9%	15%	0%
CCOCCCn1c(SCC(=O)NC(C)(C)C)nc2ccccc2c1=O	5	5	?	34%[activator]	4%	-29%	0%
CCOC(=O)CSc1nc2c(sc(=S)n2Cc2ccco2)c(=O)n1-c1ccc(F)cc1	-9	-3	36%[activator]	-9%	-2%	10µM*	-9%
O=C1CCC([N+](=O)[O-])C(c2cc3c(cc2Cl)OCO3)N1 (centres undefined)	3	-3	16%	-5%	3%	0%	5%
O=C1C(Cl)=C(N2CCCCCC2)C(=O)N1c1ccc(Br)cc1	22	3	?	84%[activator]	-9%	-29%	-2%
CCC(Sc1nc2n[nH]c(C)c2c(=N)n1-c1ccc(C)c(Cl)c1)C(=O)N1CCOCC1 (centres undefined)	15	0	23%	1%	4%	13µM*	-25%
O=C(Nc1ccc(C(=O)N2CCOCC2)cc1)Nc1ccc(Cl)cc1Cl	-11	5	-1%	1%	2%	-22%	-6%
COc1cccc(C(C(=O)NCc2ccccc2)N(C(=O)c2csnn2)C2CC2)c1 (centres undefined)	-3	-2	-1%	-1%	2%	13%	5%
Cc1ccccc1N(CC(=O)N/N=C/c1ccccc1Cl)C(=O)c1ccccc1	25	-1	.	-2%	-1%	25%	1%
OCC12COC(c3ccccc3)N1C(c1ccccc1)OC2 (centres undefined)	-3	-3	-10%	8%	-6%	12%	0%
CCOC(=O)c1ccc(NC2OC(=O)c3ccccc32)cc1 (centres undefined)	-5	15*	.	24%	0%	29%	-7%
COc1ccc(CS(=O)(=O)/C(Cl)=C(/Cl)C(=O)Nc2ccc(OC)nc2)cc1	3	13	?	-5%	3%	.	0%
COc1ccc(NC(=O)c2ccc(NC(=O)c3ccco3)cc2)c(OC)c1	-3	-3	350%[activator]	-4%	-6%	?	3%
Cc1oc2cc3oc(=O)c(CCC(=O)N(C)CC(=O)O)c(C)c3cc2c1C	-5	0	85%[activator]	-11%	-6%	46%[activator]	0%
COc1ccc(C2=NCCc3cc(OC)c(OC)cc32)cc1OC	-6	1	121%[activator]	-26%	-3%	7%	1%
